# C1s block = blocks human complement C1s protease activity; 0.16% of 62,000 active; AID 538; mean inhibition % of two 10-compound mixtures (stronger effect = higher value), % at 5 µM (by protocol); purified C1s, fluorogenic AMC substrate, pooled mixtures; P09871;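 active = inhibition above 20% in each of the two 10-compound mixture wells holding the compound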;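 also: 0% = enzyme wells lacking compound mixture and 100% = no-enzyme blank wells; some compounds called inactive have numbers as strong as hits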
# CatL inh = blocks human cathepsin L protease activity | P07711 | purified cathepsin L, fluorogenic substrate, fluorescence | inhibition, %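 (tested at 10 µM)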 | 0.17% of 58,000 active | AID 460; in the data active = inhibition above about 45%;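 also: 0% = enzyme with no compound and 100% = no enzyme blank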
# Target sequence (P07711 114-288 limits assumed): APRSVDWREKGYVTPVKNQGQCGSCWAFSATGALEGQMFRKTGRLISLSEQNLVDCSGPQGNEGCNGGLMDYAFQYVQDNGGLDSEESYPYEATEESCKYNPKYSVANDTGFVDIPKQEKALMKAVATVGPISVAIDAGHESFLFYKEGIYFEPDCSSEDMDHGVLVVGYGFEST
# Target sequence (P07711 292-333 limits assumed): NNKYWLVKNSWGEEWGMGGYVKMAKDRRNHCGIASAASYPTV
# FXIIa mix inh = blocks human factor XIIa in pooled compound mixtures. purified FXIIa, fluorogenic substrate. 0.2% of 62,000 active. inhibition, % at 5 µM;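 also: 0% = enzyme without compound and 100% = no enzyme blank; some results filed as inactive read as strong as hits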
# Cathepsin G inh = cathepsin G (human) inhibition; P08311; purified enzyme, AMC-tetrapeptide fluorescence, pooled mixtures; AID 581; 0.2% of 62,000 active; inhibition, % at 5 µM (by protocol);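 active = inhibition above 20% in each of the two mixture wells holding the compound; inactive = inhibition of 20% or less in either well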;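 also: 0% = enzyme control without mixture and 100% = blank lacking enzyme; strong numbers were not always called active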
# CatB block = inhibitors of human cathepsin B; P07858; AID 453; 0.1% of 63,000 active; purified cathepsin B, fluorogenic substrate, fluorescence; inhibition, %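 (tested at 10 µM)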; in the data active = inhibition above about 21%;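 also: 0% = enzyme with no compound and 100% = no enzyme blank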
# AP ELISA ortho = alternative pathway complement inhibition, orthogonal assay. Human serum alternative complement pathway, LPS-coated ELISA, C3 deposition; tested in compound mixtures. inhibition, % at 5 µM. 0.08% of 62,000 active;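 active = inhibition above 30% in each of the two pooled mixtures holding the compound, so the lower value exceeds 30%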;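 also: 0% = serum in Mg-EGTA without compound and 100% = EDTA serum blank; some compounds past the cut are filed as inactive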
#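 Test system: human serum alternative complement pathway, C3 deposition on LPS-coated wells; also added: Plate-bound LPS; doses: 5 µM per compound in ten-compound mixtures; schedule: 1 h at 37 °C; detection: Anti-C3 ELISA, OD 450 nm; evaluation: percent inhibition of C3 deposition onto LPS; repeats: two pool placements per compound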
# CatS inh = blocks human cathepsin S protease activity; inhibition, %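 (tested at 5 µM per compound within 10-compound mixtures)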; P25774; AID 501; 0.06% of 62,000 active; recombinant cathepsin S, AMC dipeptide fluorescence, pooled mixtures; in the data active = inhibition above about 32%, passing the limit was not always enough; inconclusive = no clear call, values can overlap the other calls;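 also: 0% = enzyme without compound and 100% = blank without enzyme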
# Target sequence (P25774 115-331 limits assumed): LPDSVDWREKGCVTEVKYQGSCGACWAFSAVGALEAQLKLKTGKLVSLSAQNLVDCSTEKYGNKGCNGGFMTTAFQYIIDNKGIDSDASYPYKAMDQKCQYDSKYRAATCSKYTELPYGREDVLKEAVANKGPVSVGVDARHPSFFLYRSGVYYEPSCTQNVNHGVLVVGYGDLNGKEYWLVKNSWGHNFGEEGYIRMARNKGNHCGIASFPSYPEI
# CatB mixtures = human cathepsin B inhibition by mixtures; AID 488; Purified cathepsin B, AMC dipeptide fluorescence, compound mixtures; inhibition, %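 (ten-compound pools at 5 µM per compound and 50 µM total)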; P07858; 0.06% of 62,000 active; in the data active = inhibition above about 22%, passing the limit was not always enough; inconclusive = no clear call, values can overlap the other calls;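 also: 0% = enzyme without compound and 100% = no enzyme blank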
# FXIa inh mix = blocks human factor XIa in pooled compound mixtures; purified FXIa, fluorogenic substrate; inhibition, % at 5 µM; 0.19% of 62,000 active; AID 680;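 also: each value is inhibition by a whole ten-compound pool holding the compound; 0% = enzyme with no mixture and 100% = wells lacking enzyme; strong numbers were not always called active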
# Target sequence (P03951 19-387 limits assumed): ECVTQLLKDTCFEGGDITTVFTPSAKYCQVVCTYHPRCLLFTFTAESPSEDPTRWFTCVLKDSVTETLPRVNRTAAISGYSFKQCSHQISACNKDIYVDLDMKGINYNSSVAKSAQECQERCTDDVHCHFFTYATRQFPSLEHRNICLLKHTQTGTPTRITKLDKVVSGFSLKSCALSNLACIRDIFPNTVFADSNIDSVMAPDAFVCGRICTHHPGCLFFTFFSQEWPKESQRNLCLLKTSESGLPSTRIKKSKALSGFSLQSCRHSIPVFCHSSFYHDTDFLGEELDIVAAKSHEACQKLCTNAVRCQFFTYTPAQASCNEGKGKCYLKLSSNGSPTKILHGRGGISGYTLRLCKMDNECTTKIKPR
# Target sequence (P03951 388-625 limits assumed): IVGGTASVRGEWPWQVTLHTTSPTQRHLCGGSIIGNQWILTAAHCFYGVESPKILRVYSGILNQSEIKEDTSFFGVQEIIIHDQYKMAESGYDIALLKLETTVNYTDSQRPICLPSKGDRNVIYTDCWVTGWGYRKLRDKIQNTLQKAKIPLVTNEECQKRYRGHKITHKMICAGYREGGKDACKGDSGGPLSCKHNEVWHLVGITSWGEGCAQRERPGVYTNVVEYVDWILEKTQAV
# Starred values were filed as active, the others as inactive; ? = inconclusive; nt = not tested or not shown. Rule as the data show it, unless noted: active = inhibition above about 20% (passing the limit was not always enough); inactive = the rest. The list is partial. The share of hits here may be higher or lower than overall.
SMILES,C1s block,CatL inh,FXIIa mix inh,Cathepsin G inh,CatB block,AP ELISA ortho,CatS inh,CatB mixtures,FXIa inh mix
O=C1CC(c2ccc(Cl)cc2)CC(O)=C1C=NCCN1CCNCC1 (centres undefined),10,-4,7,14,-2,20,6,6,9
Cc1nnc(SCCn2c(N3CCN(C)CC3)nc3c2c(=O)[nH]c(=O)n3C)s1,3,12,9,1,-5,10,-1,3,5
O=C1CCCN1CCC1CCN(C2CC(=O)N(c3ccc(F)cc3)C2=O)CC1 (centres undefined),-33,6,4,9,6,3,-3,3,-2
CCCCC(=O)Nc1cccc(-c2nn3c(C)nnc3s2)c1,-8,23,0,0,6,-11,11,0,3
O=C(CSc1nc2ccccc2[nH]1)N1CCN(c2ccc(F)cc2)CC1,-34,-7,2,3,0,8,0,-4,6
CC(C)N(Cc1nc(-c2ccccc2)no1)C(=O)CSc1ccccc1,-213,9,1,-21,-1,10,-25,-14,-40
Cc1c(C(=O)OCC(=O)N(CCC#N)c2ccccc2)oc2c1ccc1ccccc12,15,21,8,11,2,6,8,3,5
CCC(C(=O)OCC(=O)Nc1c(C)n(C)n(-c2ccccc2)c1=O)c1ccccc1 (centres undefined),9,-1,4,5,-1,11,5,8,4
CCOC1(NC(=O)c2ccccc2)C(C)=CC(=O)C=C1C,1,3,6,12,3,13,-3,4,7
CC(C)(C)C(=O)CC(=O)Nc1ccc(Cl)c(N)c1,3,-18,-15,0,-3,8,-8,-3,13
COc1ccc(N2CCN(C(c3cccc(OC)c3OC)c3nnnn3C3CCCC3)CC2)cc1 (centres undefined),-84,4,8,-27,3,-11,-4,-6,-24
O=C(CSc1n[nH]c(-c2ccncc2)n1)Nc1ccccn1,14,-2,-1,7,5,22,-5,0,8
CC1=C(C(=O)OCCOC(C)C)C(c2cc3c(cc2Br)OCO3)C2=C(CCCC2=O)N1 (centres undefined),-3,-1,1,4,1,13,6,1,7
O=C(O)CCn1c(=O)[nH]c2ccccc2c1=O,-1,3,1,-1,-1,15,-2,0,1
COc1ccc(OCCOCC(O)CN2CCOCC2)cc1 (centres undefined),-16,5,0,-12,1,-7,1,-2,0
COc1cccc(NC(=O)c2cccc(OC)c2OC)c1,14,2,-17,14,5,15,4,8,7
COc1ccc(NC(=O)CC2CCCCC2)cc1OC,15,13,9,9,4,10,8,6,5
CC(=O)N(c1ccccc1)C1SC(=O)N(c2ccccc2)C1=O (centres undefined),4,7,11,1,2,-2,15,7,10
COc1ccc(N2CC(C(=O)Nc3ccc(N4CCOCC4)cc3)CC2=O)cc1 (centres undefined),-11,-4,8,-3,-6,9,9,4,0
COC(=O)c1cc(COc2ccc3c4c(c(=O)oc3c2)CCCC4)c(C)o1,10,nt,-17,10,2,20,-8,1,7
Cc1nn(Cc2ccc(Cl)cc2)c(C)c1NC(=O)c1cc(-c2ccco2)on1,0,-4,1,8,-7,12,-6,3,6
CCCCc1nc2n[nH]c(N)c2c2c1CCCC2,9,31,-43,12,2,-2,?,-1,10
CCOC(=O)C1CCN(c2c(N3CCN(Cc4ccccc4)CC3)c(=O)c2=O)CC1,12,nt,-5,11,2,12,2,1,30
COc1ccc(C(O)CNc2ccc(C)cc2)cc1 (centres undefined),3,3,12,7,2,4,14,5,3
O=C(NCCN1CCOCC1)c1ccncc1,-1,29,3,-1,5,-17,13,2,0
COc1cc2[nH]c3c(=O)n(CCN(C(C)C)C(C)C)cnc3c2cc1OC,-16,-30,6,3,2,-5,12,0,14
CC(C)CN1C(=O)c2ccc(C(=O)Nc3nccs3)cc2C1=O,-12,-3,2,-13,-1,12,-2,-5,-6
CC1SC(c2cccc(Cl)c2)NC1=O (centres undefined),4,25,43,0,-11,11,2,3,3
O=C(Nc1nncs1)C1COc2ccccc2O1 (centres undefined),7,6,10,1,-4,13,2,4,6
O=C(NCCN1C(=O)CSC1=O)c1ccccc1,5,14,1,9,3,16,2,1,2
Cc1cc(/C=N/n2cnnc2)c(C)n1-c1cccc(Cl)c1,-29,8,-1,1,-1,5,15,8,4
Cn1c(=O)[nH]c(=O)c2c1nc(CN1CCN(c3cccc(Cl)c3)CC1)n2Cc1ccccc1Cl,17,nt,-2,8,10,19,6,7,8
CN(C)CCNC(=O)NC1CCCCC1,-16,nt,12,1,-6,10,5,3,6
O=C(Oc1cccc2c(O)cccc12)c1ccccc1,4,-15,5,2,-3,14,-3,4,11
Cc1cc(C)c(C2C(C#N)=C(N)Oc3n[nH]c(C)c32)cc1CN1CCCC1 (centres undefined),-20,25,16,6,-1,8,-4,2,-5
CC1(C)Cc2nc3sc4c(=O)n(CC(=O)NCc5ccco5)cnc4c3cc2CO1,6,-14,13,7,1,22,4,5,-6
CCOC(=O)c1[nH]c2ccccc2c1NC(=O)COC,-17,nt,7,4,5,-7,8,2,1
CCn1ccc(C(=O)Nc2ccc(S(=O)(=O)Nc3ccccc3OC)cc2)n1,-13,-5,6,17,-8,14,-5,35,22
O=C(Cn1cnc2c(nnn2Cc2ccc(Cl)cc2)c1=O)N1CCN(c2ccccc2)CC1,-4,1,-16,7,-6,23,0,4,3
CCCCc1cc(=O)oc2cc(C)cc(OCc3nn[nH]n3)c12,-7,-27,1,8,0,6,1,5,2
CCn1cc(C(=O)NCC2CCCO2)c(=O)c2cc(S(=O)(=O)N(C)C3CCCCC3)ccc21 (centres undefined),2,33,3,1,0,8,15,9,10
COc1cc2nc(C3CCC3)n(NC(=O)C3CCC(OC)CC3)c(=O)c2cc1OC (centres undefined),10,28,11,11,3,-6,7,1,3
C[N+]1=C2CCCCCN2C(O)(c2ccccc2)C1 (centres undefined),-20,-1,-1,6,-1,5,0,-10,-3
CS(=O)(=O)N(CC(=O)N1CCCC1)c1cccc(Cl)c1,-93,14,1,-8,-4,4,-1,1,0
Cc1c(NC(=O)Oc2ccccc2)sc(=S)n1C,0,nt,1,1,-2,15,-4,10,6
CCOC(=O)C1=C(c2ccccc2)OC(N)=C(C#N)C1c1ccco1 (centres undefined),11,6,1,12,2,22,7,5,4
COC(=O)c1ccccc1NC(=O)NCc1ccccn1,-9,2,-20,-6,5,-3,9,20,3
Cc1nnc(NC(=O)c2ccc(C)c(S(=O)(=O)N3CCCCCC3)c2)s1,5,9,8,8,7,13,3,5,5
O=S(=O)(NC1CCc2ccccc21)c1ccc(S(=O)(=O)N2CCCC2)cc1 (centres undefined),-8,8,3,0,-1,-3,21,1,24
CCOc1ccc2nc(NS(=O)(=O)c3ccc(NC(C)=O)cc3)sc2c1,26,0,7,32,0,13,-1,5,2
Cc1ccc(-c2nn(C)c(=O)c3ccccc23)cc1CNC(=O)CN1CCOCC1,14,8,-1,13,0,4,17,10,7
O=C(NCc1ccc(N2CCCC2=O)cc1)Nc1cccc(Cl)c1,-5,13,8,10,-1,-6,0,-4,2
CN1C(=O)C2(NCCc3c2[nH]c2ccccc32)c2ccccc21 (centres undefined),-20,7,-45,6,3,6,-4,2,5
Cc1ccc(CNC(=O)C2CCCN(S(C)(=O)=O)C2)cc1 (centres undefined),-22,-1,6,-4,-3,7,-5,2,4
CC1=C(C(=O)Nc2ccc(F)cc2)C(c2ccc(C)o2)C2=C(CC(C)(C)CC2=O)N1 (centres undefined),-33,nt,10,-14,1,3,-3,5,-4
O=C(O)c1cccc(C(=O)Nc2cccc(NC(=O)C3CCCO3)c2)c1 (centres undefined),13,-4,6,12,1,4,-4,4,2
COC(=O)C(NC(=O)c1ccco1)(Nc1nc(C2CC2)cs1)C(F)(F)F (centres undefined),-28,13,4,-2,-2,7,22,8,6
CC1=C(C(N)=O)C(c2cccs2)n2nc(-c3cccc(C)c3)nc2N1 (centres undefined),2,10,9,1,-4,14,2,-1,-1
Cc1ccc(NC(=O)CN(C)S(=O)(=O)c2cccc3nsnc23)cc1C,0,-7,5,6,-2,14,0,-1,-6
CC1CCN(C(=O)CN(C2CCCCC2)S(C)(=O)=O)CC1,-5,15,1,10,0,14,9,-8,-1

# Exported with tabs: two of the compounds above
SMILES	C1s block	CatL inh	FXIIa mix inh	Cathepsin G inh	CatB block	AP ELISA ortho	CatS inh	CatB mixtures	FXIa inh mix
O=C(NCc1ccc(N2CCCC2=O)cc1)Nc1cccc(Cl)c1	-5	13	8	10	-1	-6	0	-4	2
Cc1ccc(CNC(=O)C2CCCN(S(C)(=O)=O)C2)cc1 (centres undefined)	-22	-1	6	-4	-3	7	-5	2	4

# Part of the list above, bar-delimited.
mol | C1s block | CatL inh | FXIIa mix inh | Cathepsin G inh | CatB block | AP ELISA ortho | CatS inh | CatB mixtures | FXIa inh mix
Cc1ccc(NC(=O)CN(C)S(=O)(=O)c2cccc3nsnc23)cc1C | 0 | -7 | 5 | 6 | -2 | 14 | 0 | -1 | -6
CC1CCN(C(=O)CN(C2CCCCC2)S(C)(=O)=O)CC1 | -5 | 15 | 1 | 10 | 0 | 14 | 9 | -8 | -1

# The results go on.
SMILES,C1s block,CatL inh,FXIIa mix inh,Cathepsin G inh,CatB block,AP ELISA ortho,CatS inh,CatB mixtures,FXIa inh mix
COc1cc(=O)n(C)c2cc(N(C)C)ccc12,-55,-42,20,-14,0,-13,3,2,-2
CCOC(=O)Cc1csc(NC(=O)CSc2nnc(Cc3csc(N)n3)n2C)n1,-1,-2,1,7,-1,1,-4,-4,-5
CCC(c1nnnn1C(C)(C)C)N1CCN(c2cc(Cl)ccc2C)CC1 (centres undefined),-3,13,3,0,3,-3,-8,0,1
CCOc1ccccc1-c1nc(-c2ccc(NC(=O)Cc3ccccc3OC)cc2)no1,-5,0,6,-13,5,-9,13,-5,-8
COCCn1c(-c2ccc(-c3ccccc3Cl)o2)nc2c1c(=O)[nH]c(=O)n2CC(C)C,-62,-308,0,-11,-9,-4,-3,-4,-18
Cc1ccc(S(=O)(=O)Nc2nsc(N)n2)cc1,15,25,1,12,4,3,13,5,6
Cn1c(C(=O)O)cc2cc(F)ccc21,3,3,22,-2,1,7,3,1,2
COc1ccc(NC(=O)c2c(SC)nsc2SC)cc1,-4,5,-14,-4,3,10,14,2,4
CCCS(=O)(=O)N1CCCC(C(=O)NCCN(CC)CC)C1 (centres undefined),15,15,-15,9,4,0,11,4,6
COc1ccccc1N1CCN(C(=O)c2c(-c3ccccc3Cl)noc2C)CC1,11,7,14,12,8,-1,6,5,0
COc1ccccc1CN(CC(=O)NCc1ccco1)C(=O)CNS(=O)(=O)c1ccc(C)cc1,7,1,21,12,5,-4,8,4,13
CC1(C)NC(=O)N(CCCOc2ccc(Br)cc2Cl)C1=O,-4,-2,4,5,-2,11,15,-2,6
COc1ncnc2sc3c(c12)CCCC3,-29,nt,3,9,nt,10,14,4,-2
COC(=O)c1c(NC(=O)CCN2CCOCC2)sc2c1CCCC2,-35,nt,-21,0,-6,4,3,3,6
CCC(CC)C(=O)Nc1cccc(C(=O)Nc2ccc3c(c2)OCO3)c1,14,2,20,9,2,-8,6,-1,-2
CCOc1nc(-c2ccccc2)ccc1-c1noc(-c2ccc(OC)c(OC)c2)n1,11,-39,10,7,1,4,-3,3,5
c1ccc2c(SCc3cn4cccnc4n3)ncnc2c1,12,-11,8,7,2,1,10,6,15
Cc1cc(C)n(CCCNC(=O)c2ccc(S(=O)(=O)NCc3ccco3)cc2)n1,10,8,10,14,-1,6,12,4,8
Clc1ccccc1-c1nnn(Cc2ccc(-c3nn[nH]n3)cc2)n1,-40,3,-18,5,4,0,-2,-2,10
CCOC(=O)CSc1nc(C)cc(Oc2ccc(=O)n(C)n2)n1,11,nt,13,12,-2,17,-1,5,9
O=c1c2ccccc2ncn1-c1ccc2c(c1)OCCO2,14,1,8,15,1,18,0,7,9
COc1ccc(S(=O)(=O)NCCC(C)C)cc1OC,-17,9,6,3,6,10,2,6,1
